Tau fluor counter: counter-screen for tau fibril formation inhibitors; tau K18 P301L Alexa594 fluorescence, heparin fibrillization; Potency, µM (titrated, usually from 57.7 µM), inactives show at the top dose activity change, negative = decrease; 280,000 tested, 0.93% active; AID 1463; note: nearly all actives have a fitted effect of over 55% in size
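Human K18 P301L tau (15 uM unlabeled plus 0.24 uM Alexa 594-labeled, final) in 100 mM sodium acetate pH 7 was mixed with compound and 20 uM heparin and incubated 6 hr at 37 C.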
Tau fibril FP: blocks human tau fibril formation measured by polarization; K18 P301L tau heparin fibrillization, Alexa594 FP, 6 h; Potency, µM (highest dose often 57.7 µM), for the others: at the highest dose activity, negative = inhibition, actives largely listed as inhibitors; 280,000 tested, 0.39% active; AID 1468; note: nearly all actives have a fitted effect of over 55% in size
Target sequence (P10636 561-689 P618L limits assumed): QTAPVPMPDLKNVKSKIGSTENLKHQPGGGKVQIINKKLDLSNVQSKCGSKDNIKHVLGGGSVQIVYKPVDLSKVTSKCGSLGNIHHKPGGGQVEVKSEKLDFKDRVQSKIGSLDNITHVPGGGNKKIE
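K18 P301L tau (15 uM unlabeled/0.24 uM Alexa 594-labeled, final) + compound + heparin 20 uM final; 100 mM NaOAc pH 7; 6 hr 37 C; ThT 30 uM final added, 1 hr RT; FP ex 555/em 632 nm.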
Tau fibril ThT: tau fibrillization inhibition (ThT binding). P10636. recombinant tau K18 P301L (four-repeat tau fragment), heparin-induced fibrillization, ThT fluorescence. Potency, µM (series often up to 57.4 µM), for inactives: at the top dose activity, negative = inhibition, usual class: inhibitors. 270,000 tested, 2.1% active; note: nearly all actives have a fitted effect of over 55% in size
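In this qHTS, human K18 P301L tau is incubated with compound and heparin for 6 hr at 37 C, and Thioflavin T fluorescence then reports fibril load.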
* = called active by the depositor; ? = inconclusive. Calls come from the whole dose curve; as a rule, active = well fitted curve in the direction sought with a large enough effect; inconclusive = small, poorly fitted or top-dose-only effect, or another doubt; inactive = no such curve, though single readings can be large; an effect the other way counts as inactive or inconclusive. % is set by controls: 0 for no effect and ±100 for the full control effect; potency is the fitted concentration of half-maximal effect. Some of the compounds tested. The share of hits here may be higher or lower than overall.

Results follow in this order: Tau fluor counter, Tau fibril FP, Tau fibril ThT
1: Cc1ccc(N2CC(c3nc(-c4ccc(Cl)cc4)no3)CC2=O)cc1F (stereo not drawn)
  0%, 3%, 5%
2: COc1ccccc1NC(=O)CSC1=Nc2ccccc2C2=NC(Cc3ccccc3)C(=O)N12 (stereo not drawn)
  -12%, 3%, -12%
3: Cc1nn(-c2ccc(N3CCCC3)nn2)c(C)c1CCC(=O)Nc1ccc(F)cc1F
  1%, -7%, -11%
4: CCN(CC)C(=O)CSc1nnc2[nH]c(=O)cc(C)n12
  4%, -2%, 2%
5: COc1ccc(NC(=O)c2ccc3c(=O)n4nc(Nc5cc(C)ccc5C)sc4nc3c2)cc1
  -18%, 10%, ?
6: Cc1ccc(N(C)C(=O)c2cnc(N3CCOCC3)c3ccccc23)cc1C
  -4%, 3%, -5%
7: Cc1ccc(NC(=O)Nc2nnc(N(C)Cc3ccccc3)s2)c(C)c1
  -15%, -4%, -11%
8: Cc1cccc(-n2ccnc2SCC(=O)Nc2ccccc2C(F)(F)F)c1
  -12%, -2%, -11%
9: Cc1ccc2nc(N3CCC(C(=O)N4CCN(c5cccc(Cl)c5)CC4)CC3)[nH]c2c1
  ?, 13%, ?
10: COc1cc(OC)c(OC)cc1/C=C/c1nc2ccccc2c(=O)n1-c1ccc(Br)c(C)c1
  -25%, 12%, -11%
11: CCOc1ccccc1-n1nnc(-c2nc(-c3ccccc3)no2)c1N
  -6%, -1%, -2%
12: CC(Nc1ncnc2c1cnn2-c1cccc(Cl)c1)c1ccccc1 (stereo not drawn)
  ?, ?, ?
13: O=C(Nc1ccc(F)cc1F)c1cc(CN2CCOCC2)on1
  0%, -2%, -1%
14: COc1ccc(CNCc2ccc3c(c2)n(C)c(=O)n3C)cc1
  7%, 5%, 12%
15: COc1ccc(CCNS(=O)(=O)c2ccc(N3CCCCS3(=O)=O)cc2)cc1
  -9%, -7%, 9%
16: Cc1cccc(C(=O)Nc2nc(-c3nnn(-c4cc(C)ccc4C)c3C)ns2)c1
  -18%, -15%, -5%
17: CCN(CC)c1ccc(NC(=O)CN2C(=O)c3cccnc3Oc3ccc(Cl)cc32)c(C)c1
  -14%, 17%, -3%
18: COc1ccc(CCNc2nc(SCc3ccccc3F)nc3ccccc23)cc1OC
  -17%, 0%, 1%
19: COc1cccc(CNS(=O)(=O)c2cnc(N)nc2)c1
  -4%, 5%, -5%
20: COc1ccc(C2=C(C)C(N3CCC(C(=O)Nc4cc(C)ccc4C)CC3)=NS2(=O)=O)cc1
  8%, -6%, -2%

Pulled by structure from above, three records:
Results follow in this order: Tau fluor counter, Tau fibril FP, Tau fibril ThT
18: COc1ccc(CCNc2nc(SCc3ccccc3F)nc3ccccc23)cc1OC
  -17%, 0%, 1%
19: COc1cccc(CNS(=O)(=O)c2cnc(N)nc2)c1
  -4%, 5%, -5%
16: Cc1cccc(C(=O)Nc2nc(-c3nnn(-c4cc(C)ccc4C)c3C)ns2)c1
  -18%, -15%, -5%

(more compounds)
Results follow in this order: Tau fluor counter, Tau fibril FP, Tau fibril ThT
21: CCCCOc1ccc(S(=O)(=O)Nc2ccc(-c3ccc(N4CCC(C)CC4)nn3)cc2)cc1
  ?, -10%, ?
22: COC(=O)c1scc(-c2ccc(C)cc2)c1S(=O)(=O)N1CCN(c2ccc(C(C)=O)cc2)CC1
  -17%, 0%, ?
23: CCc1ccc(CNC(=O)C2CCN(C(=O)c3ccc(-n4ccc5ccccc54)s3)CC2)cc1
  -3%, -8%, -12%
24: O=c1[nH]c2ccc(NCc3ccc(-c4ccc(Br)cc4)o3)cc2[nH]1
  -17%, 12%, -14%
25: Cc1ccc(C)c(S(=O)(=O)c2nnn3c2nc(NC2CCCC2)c2sccc23)c1
  ?, -20%, 6%
26: O=C(NCc1ccccc1Cl)c1ccc(CSCc2cccc(F)c2)o1
  -11%, 0%, -12%
27: O=C(Nc1ccc(N2CCN(CCOc3ccc(Cl)cc3)CC2)c(C(=O)O)c1)c1ccc(F)cc1
  -10%, -3%, -10%
28: CC1CCN(CC2CCN(C(=O)Nc3ccc(Br)cc3F)CC2)CC1
  1%, 2%, -1%
29: CCCCN(CC)CCCNC(=O)CCN1N=C(c2ccc(OC)cc2)CCC1=O
  5%, 3%, 2%
30: COc1ccc(-c2noc(-c3nnn(-c4cc(C)ccc4C)c3N)n2)cc1
  -10%, ?, 8%

Molecules shown so far with bromine (3):
Results follow in this order: Tau fluor counter, Tau fibril FP, Tau fibril ThT
10: COc1cc(OC)c(OC)cc1/C=C/c1nc2ccccc2c(=O)n1-c1ccc(Br)c(C)c1
  -25%, 12%, -11%
24: O=c1[nH]c2ccc(NCc3ccc(-c4ccc(Br)cc4)o3)cc2[nH]1
  -17%, 12%, -14%
28: CC1CCN(CC2CCN(C(=O)Nc3ccc(Br)cc3F)CC2)CC1
  1%, 2%, -1%

More entries.
Results follow in this order: Tau fluor counter, Tau fibril FP, Tau fibril ThT
31: O=S(=O)(NCc1ccc(F)cc1)c1ccc(N2CCCCS2(=O)=O)cc1
  12%, 4%, 12%
32: Cn1c(C(=O)NCc2ccc(F)cc2)cc2cc(S(=O)(=O)N3CCCCC3)ccc21
  -12%, -5%, 16%
33: Cc1cc(OCC(=O)NCC2(N(C)C)CCCCC2)cc(C)c1Cl
  -5%, -6%, 3%
34: Cc1cccc(OCC(=O)Nc2ccc3nc(Nc4cccc(C(F)(F)F)c4)cc(C)c3c2)c1
  ?, -10%, -9%
35: CC(=O)N(Cc1cccnc1)c1nc2c(F)cc(F)cc2s1
  -9%, -2%, 4%
36: Cc1cc(F)ccc1NC(=O)Cn1nc(N2CCN(c3ccccc3)CC2)ccc1=O
  -14%, 6%, ?
37: COc1ccccc1N1CCN(c2ccc(=O)n(CC(=O)Nc3ccc(F)c(F)c3)n2)CC1
  -30%, 3%, -11%
38: Cc1ccc(Cl)cc1NC(=O)C1CCN(c2nnc(C)c3c(C)n(-c4ccccc4)nc23)CC1
  -9%, 2%, -6%
39: Cc1nc2sccn2c(=O)c1S(=O)(=O)N1CCN(c2ccc(F)cc2)CC1
  -14%, -5%, 3%
40: Cc1ccc(N(C)S(=O)(=O)c2ccc(-c3coc(C)n3)cc2)cc1
  -17%, -3%, -6%

Part of the list above, as labelled records:
#36 Cc1cc(F)ccc1NC(=O)Cn1nc(N2CCN(c3ccccc3)CC2)ccc1=O
- Tau fluor counter = -14%
- Tau fibril FP = 6%
- Tau fibril ThT = ?
#37 COc1ccccc1N1CCN(c2ccc(=O)n(CC(=O)Nc3ccc(F)c(F)c3)n2)CC1
- Tau fluor counter = -30%
- Tau fibril FP = 3%
- Tau fibril ThT = -11%

(more compounds)
Results follow in this order: Tau fluor counter, Tau fibril FP, Tau fibril ThT
41: COc1ccc(C)cc1NC(=O)N1CCC(CN2CCOCC2)CC1
  3%, -1%, 0%
42: COc1ccc(C)c2sc(N3CCN(C(=O)c4cccc(F)c4)CC3)nc12
  -11%, -4%, ?
43: Cc1cccc(N2CCN(C(=O)Cn3nc(C)c4sc5ccccc5c4c3=O)CC2C)c1 (stereo not drawn)
  -5%, -2%, 1%
44: Cc1ccc(NC(=O)C2Cc3ccccc3N2C(=O)c2ccccc2)cc1Cl (stereo not drawn)
  -15%, -5%, -4%
45: c1ccc(CN2CCN(c3ncnc4c3cnn4-c3ccccc3)CC2)cc1
  -9%, 6%, ?
46: COc1ccc(NC(=O)CN2C(=O)C3(SCC(=O)N3c3ccccc3)c3ccccc32)cc1Cl (stereo not drawn)
  ?, ?, 2%
47: COc1cc(NC(=O)CCc2c(C)n(C)c3cc(-c4ccccc4C)nn3c2=O)cc(OC)c1OC
  -19%, -4%, -9%
48: CC(=O)N1c2ccccc2CC1C(=O)N1CCN(c2ccccc2F)CC1 (stereo not drawn)
  2%, 2%, 1%
49: CCCc1cc(=O)[nH]c(SCc2nc(-c3ccc(C)cc3)no2)n1
  6%, 6%, 4%
50: Cc1ccc(Cl)cc1NC(=O)c1oc2ccc(S(=O)(=O)N(C)C3CCCCC3)cc2c1C
  -14%, 0%, -1%
51: Cc1ccc(OCC(=O)Nc2ccc3nc(SCc4ccccc4)sc3c2)cc1
  2%, -3%, -3%
52: CCc1ccc(N2C(=O)CSC23C(=O)N(Cc2cccc(F)c2)c2ccccc23)cc1 (stereo not drawn)
  3%, -1%, -1%
53: Cc1ccc(Cn2ccnc2SCC(=O)Nc2ccc3c(c2)OCO3)cc1
  -17%, 4%, -8%
54: CCCN1CCN(CCCNC(=O)c2ccc3c(c2)sc2nc(-c4ccc(C)cc4)cn23)CC1
  -10%, -2%, -13%
55: CN1C(=O)C2(SCC(=O)N2c2ccc(Cl)cc2)c2ccccc21 (stereo not drawn)
  0%, -9%, -5%
56: COc1ccc(C2=C(C)C(=O)N(Cc3ccc(C(=O)NC(C)c4ccccc4)cc3)S2(=O)=O)cc1 (stereo not drawn)
  -12%, -3%, -3%
57: CCN(Cc1ccccc1)S(=O)(=O)c1cc(C(=O)Nc2cc(Cl)cc(Cl)c2)ccc1F
  ?, ?, 2%
58: O=C(C1CCN(S(=O)(=O)Cc2ccccc2)CC1)N1CCN(c2ccc(F)cc2)CC1
  -6%, 2%, 1%
59: Cc1oc2ncnc(N3CCCCC3)c2c1C(=O)Nc1cccc(F)c1
  -9%, 7%, -3%
60: CCOc1cc2c(cc1OCC)C(CC(=O)O)N(C(=O)Nc1ccc(Br)c(C)c1)CC2 (stereo not drawn)
  5%, 3%, -13%
61: O=C1CS(=O)(=O)C2(C(=O)N(Cc3ccccc3)c3ccccc32)N1c1ccccc1 (stereo not drawn)
  -9%, -11%, 0%
62: CC(Oc1ccccc1)C(=O)OCc1cc(=O)n2nc(C(C)C)sc2n1 (stereo not drawn)
  -4%, 3%, -5%
63: COc1cc(NC(=O)CC2C(=O)N(c3cccc(C)c3)C(=O)N2Cc2ccc(F)cc2)cc(OC)c1 (stereo not drawn)
  ?, -14%, 0%
64: Cc1cccc(N(C)C(=O)Cn2cnc3nc4c(cc3c2=O)CCCC4)c1
  6%, 7%, 1%
65: CCn1c2c(c(=O)n3ncc(C(=O)N4CCN(c5ccccc5)CC4)c13)CN(Cc1ccc(OC)cc1)CC2
  -1%, -2%, -9%
66: Cc1cccc(C)c1NC(=O)C(=O)NCC(c1ccc2c(c1)OCO2)N1CCN(C)CC1 (stereo not drawn)
  -11%, -5%, -12%
67: O=C(CCC(=O)N1Cc2ccccc2Oc2ncccc21)Nc1ccc(Cl)cc1
  -19%, ?, -6%
68: COc1ccc(CNC(=O)c2cnc3sc(N4CCCCCC4)nn3c2=O)cc1
  5%, 8%, 6%
69: O=C(Nc1cccc(Cl)c1)Nc1ccccc1OCc1cc(=O)n2ccccc2n1
  -24%, ?, -11%
70: COc1ccc(OC)c(CNC(=O)Cc2ccc(NC(=O)N3CCCCc4ccccc43)cc2)c1
  7%, -2%, 3%
71: COc1ccc(Cl)cc1C(=O)NCC(c1ccc(N(C)C)cc1)N1CCCC1 (stereo not drawn)
  -3%, 0%, -4%
72: CCOc1ccc(NS(=O)(=O)c2ccc3c(c2)NC(=O)CCS3)cc1
  -3%, 8%, -1%
73: CCOc1ccc2nc(N3CCN(C(=O)C(C)C)CC3)sc2c1
  -19%, -10%, ?
74: COc1ccc(-c2nc(SCC(=O)Nc3c(C)cc(C)cc3C)n[nH]2)cc1
  -11%, -12%, -7%

Single records (already shown). Values in the order: Tau fluor counter, Tau fibril FP, Tau fibril ThT
CC1CCN(CC2CCN(C(=O)Nc3ccc(Br)cc3F)CC2)CC1 across the screens: 1%, 2%, -1%
COc1ccc(CCNS(=O)(=O)c2ccc(N3CCCCS3(=O)=O)cc2)cc1 across the screens: -9%, -7%, 9%

Bioassay records from PubChem BioAssay.
